Source: PubChem
ATG4B inh – inhibitors of human ATG4B cysteine protease. 340,000 compounds, 0.51% hits. inhibition, % at 8.33 µM. ATG4B cleavage of LC3-PLA2, NBD-HPC fluorescence, 1 h; in the data active = inhibition above about 40%
UBC13 inh – inhibitors of human UBC13 polyubiquitin chain formation. TR-FRET. P61088. inhibition, % at 20 µM. 330,000 compounds, 0.47% hits; in the data active = inhibition above about 45%, passing the limit was not always enough; inconclusive = no clear call, values can overlap the other calls
Target sequence (P61088 whole entry, looked up): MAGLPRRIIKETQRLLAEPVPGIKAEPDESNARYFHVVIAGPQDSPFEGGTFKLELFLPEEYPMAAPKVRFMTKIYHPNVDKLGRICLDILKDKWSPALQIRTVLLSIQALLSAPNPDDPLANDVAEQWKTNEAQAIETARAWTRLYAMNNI
Gli-Sufu block – blocks Gli-Sufu signaling in a luciferase reporter. Sufu-KO-LIGHT fibroblasts, Gli luciferase reporter luminescence. inhibition, % at 5 µM. AID 588413. 340,000 compounds, 0.74% hits;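 active = inhibition above about 55%, limit read from the data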;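 note: 0% = DMSO-treated cells and 100% = wells with medium but no cells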
CXCR6 inh – blocks human CXCR6 beta-arrestin recruitment. O00574. CHO-K1 PathHunter CXCR6 beta-arrestin, luminescence. inhibition, % at 20 µM. 360,000 compounds, 0.36% hits. AID 602244; in the data active = inhibition above about 34%, passing the limit was not always enough;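 note: antagonist mode with CXCL16 agonist at 10 nM final; 0% = 10 nM CXCL16 with DMSO and 100% = unstimulated wells without agonist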
CCR6 antagonist – antagonists of human CCR6 receptor. P51684. AID 493098. inhibition, % at 20 µM. CHO-K1 CCR6 PathHunter beta-arrestin, luminescence, CCL20-stimulated. 340,000 compounds, 0.49% hits;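 active = compounds whose inhibition of the agonist-driven luminescence signal at 20 µM reaches about 50%, limit read from the data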;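 note: cells stimulated with CCL20 at 14 nM final; plate controls were DMSO with CCL20 for no effect and DMSO without agonist for full effect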
Target sequence (P51684 whole entry, looked up): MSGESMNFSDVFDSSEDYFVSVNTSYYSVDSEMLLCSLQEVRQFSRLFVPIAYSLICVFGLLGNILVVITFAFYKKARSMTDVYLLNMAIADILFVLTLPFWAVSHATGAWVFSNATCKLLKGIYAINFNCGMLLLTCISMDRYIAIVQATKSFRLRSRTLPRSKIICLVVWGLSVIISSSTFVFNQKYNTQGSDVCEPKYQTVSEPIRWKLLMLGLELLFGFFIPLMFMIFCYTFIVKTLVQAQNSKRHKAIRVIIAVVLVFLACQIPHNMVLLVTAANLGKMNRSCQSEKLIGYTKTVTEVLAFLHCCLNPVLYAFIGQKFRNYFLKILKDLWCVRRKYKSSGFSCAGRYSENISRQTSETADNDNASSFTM
APJ antagonist – APJ receptor antagonism; P35414; CHO-K1 APJ beta-arrestin complementation, luminescence; 330,000 compounds, 0.32% hits; inhibition, % at 20 µM;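 active = inhibition above about 40% at 20 µM, limit read from the data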;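 note: cells challenged with 10 nM apelin-13 agonist together with compound; plate controls were apelin-13 plus DMSO wells for no effect and DMSO wells lacking apelin-13 for full effect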
EBI2 block – antagonists of human EBI2 receptor; P32249; EBI2 beta-arrestin recruitment, luminescence, 7a,25-OHC stimulated; inhibition, % at 5 µM; 360,000 compounds, 0.81% hits; AID 651636; in the data active = inhibition above about 38%;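 note: enzyme fragment complementation signal reports receptor beta-arrestin coupling in cells; 0% = agonist plus DMSO wells and 100% = wells without agonist; some results beyond the cut were filed as inactive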
Target sequence (P32249 whole entry, looked up, the tested form may be a part): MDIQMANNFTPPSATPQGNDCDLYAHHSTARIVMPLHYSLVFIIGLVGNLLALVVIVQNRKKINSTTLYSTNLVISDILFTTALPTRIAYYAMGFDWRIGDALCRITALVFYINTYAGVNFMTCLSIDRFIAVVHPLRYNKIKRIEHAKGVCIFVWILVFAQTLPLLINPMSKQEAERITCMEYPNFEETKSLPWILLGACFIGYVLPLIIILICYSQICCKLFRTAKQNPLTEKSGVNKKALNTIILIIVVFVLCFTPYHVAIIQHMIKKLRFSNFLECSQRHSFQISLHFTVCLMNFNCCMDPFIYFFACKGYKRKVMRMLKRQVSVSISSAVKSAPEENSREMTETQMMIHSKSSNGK
APJ agonist – agonists of human APJ apelin receptor; P35414; activation, % at 20 µM; 330,000 compounds, 0.11% hits; CHO-K1 APJ PathHunter beta-arrestin, luminescence; 0% DMSO wells, 100% apelin;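 active = activation more than six SD over the plate average, tested at 20 µM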;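 note: 0% = DMSO alone and 100% = apelin-13 at 10 nM; some results filed as inactive read as strong as hits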
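Material: engineered CHO-K1 APJ arrestin reporter cells; amount: 1000 CHO-K1 reporter cells seeded per well; incubation: compound stimulation 90 min at 25 °C, detection 60 min; signal: luminescent beta-gal fragment complementation, chemiluminescent substrate; read-out basis: APJ agonist activity; controls: DMSO-only wells as negative, 10 nM Apelin-13 as positive control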
Starred values were filed as active, the others as inactive; ? = inconclusive; / = not tested or not shown. Compounds as they come (roughly 3% active in at least one column).

SMILES	ATG4B inh	UBC13 inh	Gli-Sufu block	CXCR6 inh	CCR6 antagonist	APJ antagonist	EBI2 block	APJ agonist
CC(=O)N1CCOc2ccc(S(=O)(=O)NC[C@H]3O[C@@H](n4cnc5c(N)ncnc54)[C@H](O)[C@@H]3O)cc21	1	/	-7	-10	23	/	-14	/
CCN(CC)S(=O)(=O)c1cc(NC(=O)CCn2[nH]c(=O)ccc2=O)ccc1C	-7	-11	-2	0	-6	9	-2	-3
O=c1nc2n(c3ccc(Br)cc13)CCS2	6	3	-1	2	0	9	-3	-2
COc1ccccc1N1CCN(C(=O)C(C)N(c2ccc(C)c(C)c2)S(C)(=O)=O)CC1 (configuration not stated)	7	-2	2	-6	14	-5	3	0
O=C(N/N=C\c1ccc2c(c1)OCO2)c1cncc(Br)c1	1	-5	-9	-4	6	11	-11	-2
COC(=O)c1c(N)sc(C(C)=O)c1C	-5	2	3	-2	11	-10	-3	-1
COc1ccc(NS(=O)(=O)c2ccc(NC(=S)NC(=O)c3cccc(F)c3)cc2)nn1	-8	-14	4	19	21	-4	-10	-1
NC(=O)C1CCN(C(=O)c2cc(-c3ccccc3Cl)nc3ccccc23)CC1	-11	0	6	3	-3	5	-2	-6
COc1ccc(NC(=O)C2CCCO2)cc1Cl (configuration not stated)	13	5	-6	-6	12	16	-2	1
COc1cccc(CN(C)C(=O)C2CCC(=O)N(Cc3cccc(F)c3)C2)c1 (configuration not stated)	-4	-6	2	6	9	-35	-1	-1
CCCCCCSc1ccc([C@@H]2[C@@H]3C(=O)N(C)C(=O)[C@@H]3[C@]3(C(=O)OC)CCCCN23)cc1OC	-9	9	-7	7	20	13	14	13
CS(=O)(=O)N1CCN(C(=S)NCc2ccc(F)cc2)CC1	-3	0	-3	4	2	-6	-6	-1
COc1ccc(N2CC(C(=O)Nc3ccccc3N3CCCC3)CC2=O)c(OC)c1 (configuration not stated)	-6	-1	-4	0	9	4	-13	2
COc1cccc(CNC(=O)C2CCCN(S(=O)(=O)c3cnc[nH]3)C2)c1 (configuration not stated)	-6	3	0	-9	-12	-1	-11	-4
COc1cccc(CNC(=O)c2cccc(S(=O)(=O)N3CCN(c4ccc(F)cc4)CC3)c2)c1	-9	2	2	-8	6	2	11	6
Cc1ccc(NS(=O)(=O)c2ccc(OCC(=O)NCC3CCCO3)cc2)cc1 (configuration not stated)	6	0	-1	8	-1	19	-14	-2
Cc1cc(SCC(=O)NCC2CCCO2)nc2ccccc12 (configuration not stated)	-8	?	3	8	0	2	-8	-9
CN1CCC/C1=C/C=C1\SC(=S)NC1=O	-30	/	-23	26	38	/	2	/
CCCc1cc(=O)[nH]c(SCCOC(=O)c2ccccc2)n1	-3	4	8	0	4	10	-13	-1
CCc1ccc(CN(C)C(C)C(=O)Nc2ccc(S(=O)(=O)N3CCCC3)cc2)cc1 (configuration not stated)	-9	4	38	5	22	-16	10	-7
CC(=O)NC1C2CN3CCN(C2)CC1(Cc1ccccc1)C3 (configuration not stated)	-2	4	7	4	-2	4	-10	3
O=C(/C=C/c1ccc([N+](=O)[O-])cc1)NCc1cccnc1	10	-7	17	-2	-14	-16	0	3
CCOC(=O)c1ccc2c(c1)n(CCCS(=O)(=O)[O-])c(/C=C/c1ccc(Cl)cc1)[n+]2CC	-10	-12	-4	9	14	-3	-5	-4
FCCCOc1ccc(-c2nccc(-c3ccc(Cl)cc3)n2)cc1	9	-2	1	-5	-2	2	0	-3
COc1cccc(-n2ccnc2SCC(=O)Nc2ccccc2F)c1	1	-8	-6	-2	1	14	1	-1

Nothing new here: entries from further up.
SMILES	ATG4B inh	UBC13 inh	Gli-Sufu block	CXCR6 inh	CCR6 antagonist	APJ antagonist	EBI2 block	APJ agonist
COc1cccc(CN(C)C(=O)C2CCC(=O)N(Cc3cccc(F)c3)C2)c1 (configuration not stated)	-4	-6	2	6	9	-35	-1	-1
CCCCCCSc1ccc([C@@H]2[C@@H]3C(=O)N(C)C(=O)[C@@H]3[C@]3(C(=O)OC)CCCCN23)cc1OC	-9	9	-7	7	20	13	14	13
CS(=O)(=O)N1CCN(C(=S)NCc2ccc(F)cc2)CC1	-3	0	-3	4	2	-6	-6	-1
COc1ccc(N2CC(C(=O)Nc3ccccc3N3CCCC3)CC2=O)c(OC)c1 (configuration not stated)	-6	-1	-4	0	9	4	-13	2
COc1cccc(CNC(=O)C2CCCN(S(=O)(=O)c3cnc[nH]3)C2)c1 (configuration not stated)	-6	3	0	-9	-12	-1	-11	-4
COc1cccc(CNC(=O)c2cccc(S(=O)(=O)N3CCN(c4ccc(F)cc4)CC3)c2)c1	-9	2	2	-8	6	2	11	6
Cc1ccc(NS(=O)(=O)c2ccc(OCC(=O)NCC3CCCO3)cc2)cc1 (configuration not stated)	6	0	-1	8	-1	19	-14	-2
Cc1cc(SCC(=O)NCC2CCCO2)nc2ccccc12 (configuration not stated)	-8	?	3	8	0	2	-8	-9
CN1CCC/C1=C/C=C1\SC(=S)NC1=O	-30	/	-23	26	38	/	2	/
CCCc1cc(=O)[nH]c(SCCOC(=O)c2ccccc2)n1	-3	4	8	0	4	10	-13	-1
CCc1ccc(CN(C)C(C)C(=O)Nc2ccc(S(=O)(=O)N3CCCC3)cc2)cc1 (configuration not stated)	-9	4	38	5	22	-16	10	-7
CC(=O)NC1C2CN3CCN(C2)CC1(Cc1ccccc1)C3 (configuration not stated)	-2	4	7	4	-2	4	-10	3
O=C(/C=C/c1ccc([N+](=O)[O-])cc1)NCc1cccnc1	10	-7	17	-2	-14	-16	0	3
CCOC(=O)c1ccc2c(c1)n(CCCS(=O)(=O)[O-])c(/C=C/c1ccc(Cl)cc1)[n+]2CC	-10	-12	-4	9	14	-3	-5	-4
FCCCOc1ccc(-c2nccc(-c3ccc(Cl)cc3)n2)cc1	9	-2	1	-5	-2	2	0	-3
COc1cccc(-n2ccnc2SCC(=O)Nc2ccccc2F)c1	1	-8	-6	-2	1	14	1	-1

(next part)
SMILES	ATG4B inh	UBC13 inh	Gli-Sufu block	CXCR6 inh	CCR6 antagonist	APJ antagonist	EBI2 block	APJ agonist
COc1ccc(N2C(=O)CCC(C(=O)N3CCOCC3)C2c2ccc(F)cc2)cc1 (configuration not stated)	-3	-4	-1	-2	3	-1	-14	8
O=C(O)C1CCN(S(=O)(=O)c2ccc(N3CCOCC3)c([N+](=O)[O-])c2)CC1	-5	1	5	-1	1	13	-6	-4
CC(=O)c1sc(Nc2cccc3ccccc23)nc1C	-9	3	0	8	14	19	-2	-4
C=CCn1c(SC(C)C(=O)NCc2ccc3c(c2)OCO3)nc2scc(-c3ccccc3)c2c1=O (configuration not stated)	-3	0	1	-5	7	6	10	-4
CC(=O)Oc1ccc(-c2cccc(C(=O)OCC(=O)N(C)c3ccccc3)c2)cc1	-7	10	0	13	16	-1	17	4
CCOC(=O)C1=NN(c2cccc(Cl)c2)C2=NC(C)=C(C(=O)OC)C(c3cccs3)N12 (configuration not stated)	-9	0	4	5	-12	6	29	-3
CCOC(=O)c1cnc(COc2ccc(OC)cc2)[nH]c1=O	-8	-2	4	-4	-3	13	6	2
COc1ccccc1N(C(=O)CNC(=O)c1ccco1)C(C(=O)NC1CCCCC1)c1ccncc1 (configuration not stated)	-5	4	5	4	-1	0	-1	0
Cc1csc(NC(=O)CSc2ccccc2F)n1	2	-7	-24	0	13	17	-1	-4
O=C(C1CN(C(=O)c2cc3cc(Cl)ccc3o2)c2ccccc2O1)N1CCCCC1 (configuration not stated)	-3	4	24	11	13	16	0	-3
Cc1cccc(C)c1OCC(=O)N/N=C/c1cccnc1	3	2	-29	-4	3	2	-2	-2
CC(/C=N/NC(=O)c1cc(-c2ccccc2)nc2ccccc12)=C\c1ccco1	-3	-30	6	7	8	3	0	-2
CC(C)(C)c1cc(CCC(=O)NNC(=O)c2ccncc2)cc(C(C)(C)C)c1O	-3	-4	-4	3	12	2	1	-1
Cc1ccc(C(=O)N2CCN(c3cc(=O)[nH]nc3-c3ccccc3)CC2)cc1	-9	0	5	0	0	10	-9	-4
NC(=O)CSc1nnc(-c2ccc(S(=O)(=O)N3CCCCC3)cc2)n1-c1ccccc1	-17	-10	10	-6	-7	-7	-9	0
C=CCOc1ccc(CNn2cn[nH]c2=S)cc1OCC	12	10	-10	2	-1	10	-11	-5
COC(=O)Cn1c(=O)c2c(n(Cc3ccccc3)c1=O)N/C(=C/c1ccc(Br)cc1)C2=O	54*	-6	11	-8	-11	9	15	-4
Cc1cc([N+](=O)[O-])c(-c2ccc(/C=N/n3cnnc3)o2)cc1Cl	0	-17	95*	-12	-4	-23	-4	3
CCc1sc(C(=O)Nc2cc(Cl)ccc2N2CCCCC2)cc1C	-6	11	-5	4	30	26	12	-1
Cc1nn(C)c(C)c1Nc1ccc(N2C(=O)C3C4C=CC(C4)C3C2=O)cc1[N+](=O)[O-] (configuration not stated)	8	-6	6	6	14	10	-2	-1
O=C(Cc1ccc([N+](=O)[O-])cc1)N1N=C(C2CC2)CC1(O)C(F)(F)F (configuration not stated)	-12	-1	6	1	12	-9	-4	-2
O=C1[C@@H]2C(c3ccc(F)cc3)=NO[C@@H]2C(=O)N1Cc1ccccc1	2	5	-19	-2	-8	10	-3	-2
Cc1cc(C)n(CCc2nc3c4ccccc4n(CC#N)c(=O)n3n2)n1	-19	4	10	-7	10	3	-6	2
Cc1cc(C)n(CC(=O)NNC(=O)c2ccc(S(C)(=O)=O)cc2)n1	1	9	-1	-7	1	-2	-9	-5
Nc1c(-c2ccc3c(c2)OCCO3)oc2ccccc2c1=O	-6	17	-56	1	2	8	-11	-1
CC1CCCN(S(=O)(=O)c2ccc3oc(=O)ccc3c2)C1 (configuration not stated)	-7	-10	1	2	-3	12	3	1
Cc1ccc(NS(=O)(=O)c2cc3c(cc2C)NC(=O)CO3)cc1	-25	0	8	11	0	-22	-8	-3

Whole records, looked up by structure. Screens in order: ATG4B inh | UBC13 inh | Gli-Sufu block | CXCR6 inh | CCR6 antagonist | APJ antagonist | EBI2 block | APJ agonist
Results for CCOC(=O)C1=NN(c2cccc(Cl)c2)C2=NC(C)=C(C(=O)OC)C(c3cccs3)N12 (configuration not stated) → -9 | 0 | 4 | 5 | -12 | 6 | 29 | -3
Results for Cc1cc([N+](=O)[O-])c(-c2ccc(/C=N/n3cnnc3)o2)cc1Cl → 0 | -17 | 95* | -12 | -4 | -23 | -4 | 3
